# High-throughput results: PubChem BioAssay, several laboratories
# MCL1-BIM inh: MCL1-BIM-BH3 interaction inhibition (human). GST-MCL1 / FITC-Bim-BH3 fluorescence polarization. inhibition, % at 10.9 µM. 320,000 tested, 0.68% active. AID 2057;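 active = inhibition above the mean inhibition of all tested compounds plus 3 SD, set per campaign, cut at about 40% in these data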;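 also: 0% = DMSO wells and 100% = unlabeled Bim-BH3 peptide control; higher means more loss of mP so more displacement of Bim peptide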
# MEX-5 binding: C. elegans MEX-5 TCR-2 RNA binding activity; AID 1832; MEX-5/FITC-TCR2 RNA binding, fluorescence polarization; active compounds read low; 300,000 tested, 0.38% active; activity score (negative = inhibition of binding), % at 10 µM;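 active = inhibition past about -25% in most replicates, and total fluorescence under double the plate's negative control median, limit read from the data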;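 also: 0% = DMSO and -100% = 5 µM competing unlabeled TCR2 RNA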
# GRK2 aptamer HTS: human GRK2 inhibition via aptamer displacement. bead flow cytometry, FAM-aptamer displacement from GRK2. inhibition of aptamer binding, % at 10 µM. 330,000 tested, 0.59% active. AID 488847;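 active = inhibition of aptamer binding above 40%, roughly 3 SD of noise, on plates passing a quality check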;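 also: median bead fluorescence of bound FAM aptamer so fluorescent compounds give negative values; no value below 0 was filed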
# VLA-4 inh: inhibition in a human VLA-4 binding assay; P13612; 330,000 tested, 0.2% active; VLA-4 expressing cells, ligand binding flow cytometry; inhibition, % (about 7 µM as worked out from the volumes in the protocol); AID 2557; in the data active = inhibition above about 50%
# Target sequence (P13612 whole entry, looked up): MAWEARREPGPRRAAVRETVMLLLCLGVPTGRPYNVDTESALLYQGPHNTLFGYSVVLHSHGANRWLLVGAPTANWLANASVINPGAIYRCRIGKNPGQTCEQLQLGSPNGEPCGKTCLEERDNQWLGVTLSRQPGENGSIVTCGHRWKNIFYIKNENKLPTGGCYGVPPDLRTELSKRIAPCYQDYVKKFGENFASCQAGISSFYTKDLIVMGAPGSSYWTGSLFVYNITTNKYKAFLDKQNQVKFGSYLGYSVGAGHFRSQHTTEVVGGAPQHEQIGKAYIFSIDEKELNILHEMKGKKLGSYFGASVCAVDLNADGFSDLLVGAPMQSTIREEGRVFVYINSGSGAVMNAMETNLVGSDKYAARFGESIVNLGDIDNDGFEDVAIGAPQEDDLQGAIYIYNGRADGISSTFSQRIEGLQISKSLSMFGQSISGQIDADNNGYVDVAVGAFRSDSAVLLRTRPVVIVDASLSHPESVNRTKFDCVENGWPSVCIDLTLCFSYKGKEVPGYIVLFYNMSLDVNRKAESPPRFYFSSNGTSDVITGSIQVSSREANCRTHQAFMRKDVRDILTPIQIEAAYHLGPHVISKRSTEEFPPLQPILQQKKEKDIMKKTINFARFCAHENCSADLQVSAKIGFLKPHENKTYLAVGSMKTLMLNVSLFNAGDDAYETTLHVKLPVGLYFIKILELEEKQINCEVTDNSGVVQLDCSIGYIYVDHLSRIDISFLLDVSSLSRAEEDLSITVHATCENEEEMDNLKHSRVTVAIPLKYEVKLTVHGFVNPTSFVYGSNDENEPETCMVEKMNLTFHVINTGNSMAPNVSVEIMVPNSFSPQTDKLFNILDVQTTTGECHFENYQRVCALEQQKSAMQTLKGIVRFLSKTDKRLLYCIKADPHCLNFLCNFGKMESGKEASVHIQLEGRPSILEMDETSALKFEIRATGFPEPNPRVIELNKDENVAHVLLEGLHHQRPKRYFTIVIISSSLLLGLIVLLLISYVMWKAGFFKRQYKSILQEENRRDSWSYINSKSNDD
# Fam108B inh: blocks mouse Fam108B hydrolase in RBBP9 counter-screen. 300,000 tested, 0.33% active. recombinant Fam108B, FP-Rh probe fluorescence polarization. inhibition, % at 9.51 µM;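 active = inhibition above the screen mean inhibition plus 3 SD, computed separately per campaign, cut at about 18% in these data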;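 also: inhibitors lower polarization as less probe binds the enzyme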
# PME-1 inh: blocks human protein phosphatase methylesterase 1; recombinant PME-1, FP-Rh probe fluorescence polarization; inhibition, % at 5.9 µM; 320,000 tested, 0.53% active;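 active = inhibition above the campaign mean of all compounds plus 3 SD, cut at about 26% in these data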;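 also: competitive labeling of PME-1 active site by serine hydrolase directed probe; 0% = PME-1 with DMSO and 100% = wells lacking PME-1 enzyme; inhibitors block probe labeling so polarization falls and inhibition rises; many of its hits are not listed in these tables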
# Efflux pump inh: inhibitors of Candida antifungal efflux pumps expressed in yeast | S. cerevisiae Candida pump triplex, Nile Red efflux | inhibition, % at 10 µM | 330,000 tested, 0.44% active | AID 485275;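 active = plate passing quality check with inhibition over a set limit, or well fluorescence over plate mean plus 4 SD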;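 also: Nile Red retained in pooled yeast measured as flow cytometry median fluorescence; 0% = buffer negative control and 100% = Enniatin B positive control; higher means more Nile Red kept so more efflux inhibition; some compounds called inactive have numbers as strong as hits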
# Bcl-xL primary: inhibitors of human Bcl-xL; GST-Bcl-xL / FITC-Bim BH3 peptide fluorescence polarization; inhibition, % at 10.9 µM; 320,000 tested, 0.7% active; Q07817; AID 2129;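 active = inhibition above the mean of all tested compounds plus 3 SD, cutoff set per campaign, cut at about 30% in these data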;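 also: 0% = DMSO wells and 100% = unlabeled Bim-BH3 peptide competitor; inhibitors lower millipolarization by displacing the labeled peptide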
# GLD-1 RNA inh: GLD-1-TGE RNA interaction inhibition (C. elegans). purified GLD-1 + fluorescein TGE RNA, fluorescence polarization. inhibition, % at 5.96 µM. 320,000 tested, 0.44% active. AID 2280;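 active = percent inhibition above a per-plate cutoff, the plate mean of test compounds plus 3 SD, cut at about 30% in these data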;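 also: 0% = DMSO wells with GLD-1 and probe and 100% = wells lacking GLD-1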
# * = called active by the depositor; i = inactive; . = no result given. A portion of the library, so the mix of outcomes need not match the whole.
Structure	MCL1-BIM inh	MEX-5 binding	GRK2 aptamer HTS	VLA-4 inh	Fam108B inh	PME-1 inh	Efflux pump inh	Bcl-xL primary	GLD-1 RNA inh
CCC(C)NC(=O)c1nn(C)c(=O)c2ccccc12 (stereo not given)	3.4	0.9	0.0	-0.4	-6.8	1.8	0.4	0.1	9.9
COc1ccccc1OCCCn1c(C)c(C#N)c2ccccc21	-1.0	2.9	0.0	0.1	-6.4	4.2	0.0	-3.4	3.7
O=c1[nH]c(Nc2ccc3c(c2)OCCO3)nnc1Cc1ccc(Cl)cc1	9.0	1.2	27.0	-7.5	4.7	-8.6	0.1	6.9	2.2
CCN1C(=NCCCOC(C)C)N[C@@H](c2ccccc2)[C@H](C(=O)OC)[C@H]1C	.	.	6.0	12.7	.	.	-0.2	.	3.3
COc1ccccc1Oc1ccc(NC(=O)c2ccccc2C)cc1	0.4	-1.9	0.0	12.9	-3.3	-0.7	0.0	2.9	5.8
CCn1c2ccccc2c2cc(CNCc3ccc(OC)cc3OC)ccc21	5.3	1.0	0.0	35.5	1.6	-3.1	-0.1	4.0	3.0
CC(C)CCn1cnc2c1c(=O)[nH]c(=O)n2Cc1ccccc1	-1.3	2.8	1.0	5.7	0.8	-6.0	-0.1	1.0	3.0
CCOc1cc(CNCC(O)c2ccccc2)cc(Cl)c1OC (stereo not given)	10.1	1.9	0.0	-5.0	5.2	3.7	-0.1	3.2	9.4
CCN1CCN(CCCNC(=O)c2cn(CCOC)c(=O)c3c2c2ccccc2n3C)CC1	2.2	-0.4	4.0	9.8	2.3	0.8	0.4	1.4	9.3
CCN(CC)CCN1C(=O)C(O)=C(C(=O)c2cccs2)C1c1ccc(C)o1 (stereo not given)	3.9	2.2	13.0	-0.6	-3.3	0.8	0.2	2.0	1.6
Cc1ccccc1NC(=O)c1cccc(NC(=O)c2ccccc2C(=O)O)c1	0.6	-4.6	0.0	30.3	-6.5	2.1	-0.1	4.8	1.9
CC(=O)c1ccc(NC(=O)CCNS(=O)(=O)c2cc(Br)cnc2N)cc1	9.0	-3.3	2.0	2.2	0.3	-2.9	0.0	-1.9	-5.9
Cc1cc(N2CCN(C)CC2)ccc1NC(=O)c1cccc(S(=O)(=O)N2CCc3ccccc3C2)c1	-4.6	0.7	0.0	0.0	-0.9	4.1	-0.1	-0.7	-3.9
CCN(CC)CCN(C(=O)c1ccc2ccccc2c1)c1nc2ccc(OC)cc2s1	-1.8	-2.2	1.0	3.1	-2.1	-0.1	-0.1	0.9	2.7
O=C(CNCc1ccccc1Cl)NCc1ccco1	0.7	-1.3	1.0	3.0	0.6	-2.7	0.0	4.0	5.3
CC(=O)OCC(COC(C)=O)OC(C)=O	5.4	.	4.0	-29.8	-7.7	-4.5	-0.1	1.7	3.3
O=C(O)CCC(=O)NNC(=O)c1ccc(-c2ccccc2)cc1	5.5	1.5	0.0	15.0	1.3	-0.9	0.0	4.5	-0.1
O=C(CCC(=O)Nc1ccccc1)NNC(=O)C(c1ccccc1)c1ccccc1	-1.1	1.0	1.0	13.7	-0.8	-0.5	0.2	-2.6	3.9
CC(C)OC(=O)Cn1c(=O)sc2ccccc21	8.6	-0.8	1.0	-2.6	0.6	3.4	0.0	4.7	-0.1
COc1cc(/C=C/c2nnc3c4ccccc4ncn23)cc(OC)c1OC	-3.8	2.5	0.0	8.3	-2.7	-24.9	-0.2	3.1	6.1
COc1cc(Cl)c(C)cc1NC(=O)CCNC(=O)c1ccco1	-1.0	1.0	1.0	-1.6	-0.8	-5.2	-0.1	-1.4	-2.2
Cc1ccc(C(=O)NNC(=O)Cc2ccccc2)cc1	4.6	-0.6	0.0	-1.0	1.4	-4.7	-0.5	3.4	4.4
FC(F)(F)c1cc(-c2ccccc2)nc(NCc2cccs2)n1	3.4	-1.4	0.0	5.9	-5.9	-3.8	-0.2	3.4	-1.2
COc1ccc2[nH]c3c(c2c1)CCN1C(=O)N([C@@H](C)C(=O)NCCc2ccc(F)cc2)C(=O)[C@]31C	-5.0	1.5	16.0	2.2	5.5	-0.4	0.0	0.6	5.9
CC(=O)C1=C(C)NC(SCC(=O)c2ccc(Cl)cc2)=C(C#N)C1c1ccco1 (stereo not given)	-0.1	-6.7	2.0	-6.5	5.1	1.9	-0.1	4.0	-7.9
Cc1c(C#N)c(O)[nH]c(=O)c1N=Nc1ccc(Cl)c(C(=O)O)c1	-8.2	3.3	2.0	i	-1.7	-6.6	-0.2	0.1	-10.0
CCOC(=O)c1cnc(SCC(=O)N2CCN(c3ccccc3)CC2)nc1N	1.9	-0.6	0.0	2.7	-0.6	-4.5	0.1	3.1	7.5
COc1ccc(-c2c(-c3cc(OC)cc(OC)c3)n(C)c3ccc(-c4ccc5cc[nH]c5c4)cc23)cc1	.	.	2.0	19.9	.	.	-0.1	.	-5.7
Cc1cc2ccccc2n1CCNC(=O)c1ccccc1	26.1	.	100.0*	-15.6	7.6	0.8	-0.2	24.5	16.2
COc1ccccc1CC(=O)NC1CC(C)(C)NC(C)(C)C1	-1.8	0.8	3.0	19.1	-0.3	-1.9	0.1	2.9	1.3
CCCN1C(=O)COc2ccc(C(=O)c3ccccc3C(=O)O)cc21	1.1	-3.6	0.0	3.7	-2.4	-0.1	-0.1	5.3	-5.1
CC(=O)Nc1ccc(-c2csc(NC(=O)C3CSC4(C)CCC(=O)N34)n2)cc1 (stereo not given)	-4.5	-0.3	0.0	3.0	0.5	-1.1	0.0	-1.8	0.8
C=CCOc1ccccc1CNc1ccc2c(c1)OCCO2	6.4	0.8	4.0	-16.3	1.4	-1.1	-0.1	13.5	-3.7
Cc1ccc(-c2cc(C(F)F)n3ncc(C(=O)Nc4c(C)nn(Cc5c(Cl)cccc5Cl)c4C)c3n2)cc1	-2.2	0.5	0.0	0.6	0.2	1.6	0.1	-1.9	13.7
COc1ccc(/C=C\c2onc(C)c2S(=O)(=O)N2CCC(C(=O)NCCC(C)C)CC2)cc1	7.8	-1.4	0.0	9.7	-2.1	-1.9	0.0	6.1	0.3
Cc1c(NC(=O)COC(=O)/C=C/c2cccc(Cl)c2)c(=O)n(-c2ccccc2)n1C	4.9	.	2.0	9.9	.	1.8	0.1	0.1	4.3
CCc1ccccc1NC(=O)c1nnn(CC(=O)Nc2ccccc2C)c1N	2.7	-2.4	0.0	9.5	-1.5	-3.5	0.0	3.2	-3.2
Cc1nn(C(=O)CN2C(=O)c3ccccc3C2=O)c(C)c1Br	3.1	0.3	2.0	5.9	3.5	0.8	0.1	-1.3	3.3
CC(=O)Nc1ccc(S(=O)(=O)NC(C)CCc2ccccc2)cc1 (stereo not given)	4.0	-1.4	0.0	11.9	-3.5	6.7	0.1	-1.9	0.7
N#Cc1ccsc1NC(=O)COC(=O)CCCSc1nc2ccccc2s1	5.4	-1.5	0.0	11.4	0.4	0.5	0.0	12.4	5.2
Cc1cc(C)c[n+](-c2[nH]c(=O)sc2/C=N/N=C(\[O-])c2cccnc2)c1	27.0	-14.0	7.0	-3.4	-4.4	4.1	0.1	21.5	27.2
Cc1ccc(C)c(N2C(=O)CC(Cc3ccccc3)C2=O)c1 (stereo not given)	1.0	-0.9	1.0	2.6	3.1	4.7	-0.2	2.4	-4.1
COc1ccccc1C(=O)OCC(=O)NC(=O)NC1CCCC1	3.8	.	0.0	4.5	.	2.6	-0.1	2.6	3.9
COCCC(=O)N1CCCC(C(=O)c2ccc(C(F)(F)F)cc2)C1 (stereo not given)	6.2	-0.3	1.0	5.6	0.9	6.9	0.0	7.7	3.7
COc1ccccc1Oc1ccc(N2CC(C(=O)OCC(=O)c3ccccc3)CC2=O)cc1 (stereo not given)	-1.0	-0.4	0.0	-3.2	2.5	-2.6	0.7	-5.0	-9.4
COc1ccc(OC)c(NC(=O)CCC(=O)Nc2nnc(C(F)(F)F)s2)c1	0.7	1.0	0.0	-10.3	-0.6	-11.2	0.0	5.3	-2.7
O=C1CN(C(=O)CSc2nc(-c3ccccc3)cs2)c2ccccc2N1	2.7	-0.9	1.0	32.6	-7.4	-1.1	0.4	1.8	0.1
CC1CCCC(NC(=O)COC(=O)COc2ccc(Cl)cc2)C1C (stereo not given)	2.0	-0.9	4.0	-0.3	0.2	4.2	-0.1	5.7	3.1
CC(NC(=O)COc1ccc(Br)cc1)C(=O)O (stereo not given)	0.7	0.3	3.0	9.1	1.4	3.4	0.1	-0.6	1.7
COc1cccc(OC)c1C(=O)NC(=S)Nc1ccc2oc(=O)ccc2c1	3.0	2.4	7.0	-16.3	-6.6	6.5	0.1	-0.9	2.2

# Look-ups from the list:
# GRK2 aptamer HTS with COCCC(=O)N1CCCC(C(=O)c2ccc(C(F)(F)F)cc2)C1 (stereo not given) : 1.0
# Efflux pump inh with CC1CCCC(NC(=O)COC(=O)COc2ccc(Cl)cc2)C1C (stereo not given) : -0.1
# MCL1-BIM inh with CCOC(=O)c1cnc(SCC(=O)N2CCN(c3ccccc3)CC2)nc1N : 1.9

# (listing goes on)
Structure	MCL1-BIM inh	MEX-5 binding	GRK2 aptamer HTS	VLA-4 inh	Fam108B inh	PME-1 inh	Efflux pump inh	Bcl-xL primary	GLD-1 RNA inh
Cc1ccc(S(=O)(=O)NCC(=O)OCC(=O)c2cccs2)cc1	5.9	-0.7	0.0	5.2	-3.7	2.5	0.1	2.7	2.5
CN(C)c1ccncc1C(=O)Nc1ccc(F)cc1F	10.9	1.4	0.0	11.3	-0.1	1.5	0.1	6.8	1.5
CC1(C)Cc2c(sc3c2c(=N)n(Cc2ccco2)c(=O)n3Cc2ccccc2)CO1	5.2	2.8	1.0	-3.1	3.2	2.9	0.0	-0.3	5.0
CCSc1nnc(SCC(=O)NNC(=O)c2ccccc2F)s1	17.6	0.8	2.0	6.5	3.8	0.4	0.3	5.6	-2.7
C/C(=C\COc1cc(=O)[nH]c2ccccc12)CCC(O)C(C)(C)O (stereo not given)	1.7	2.0	4.0	11.7	-1.7	0.8	-0.1	6.7	1.8
COc1cc(CNc2nc3ccccc3n2C)cc(OC)c1OC	-0.7	-3.3	0.0	16.1	-1.6	-2.4	-0.2	1.6	-3.2
O=C(CSc1nc2ccccc2n1S(=O)(=O)c1ccccc1)N1CCCCC1	-3.0	1.3	0.0	0.7	-5.3	-2.9	-0.1	-0.8	9.7
Cc1cccc(NS(=O)(=O)c2ccc(Oc3ccccc3)cc2)n1	10.9	1.0	0.0	13.5	0.4	3.8	-0.2	7.9	5.6
O=S(=O)(NC1CCCCCCC1)c1cccs1	-3.1	-0.2	3.0	0.0	2.4	-3.2	0.1	-0.6	4.3
CC(NC(=O)c1ccc(CS(C)(=O)=O)cc1)c1ccc(-c2ccccc2)cc1 (stereo not given)	-8.9	-0.1	0.0	0.7	-5.1	-3.4	-0.1	-1.4	4.5
